M5 ag = agonists of human muscarinic M5 receptor (CHRM5). P08912. CHO-K1 hM5 cells, Fluo-8 calcium fluorescence; 0% DMSO wells, 100% maximal acetylcholine response. activation, % at 3 µM. 0.19% of 360,000 active. AID 624037;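 active = activation above the run's mean over test compounds plus 3 SD, cut at about 23% in these data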;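 also: signal is peak over basal fluorescence ratio across the kinetic read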
M1 PAM = human CHRM1 positive allosteric modulation; CHO-K1 hM1, Fluo-8 calcium fluorescence, ACh EC20; 0% = ACh EC20, 100% = maximal ACh; activation, % at 3 µM; P11229; 0.088% of 360,000 active; in the data active = activation above about 19%, passing the limit was not always enough
Target sequence (P11229 whole entry, looked up): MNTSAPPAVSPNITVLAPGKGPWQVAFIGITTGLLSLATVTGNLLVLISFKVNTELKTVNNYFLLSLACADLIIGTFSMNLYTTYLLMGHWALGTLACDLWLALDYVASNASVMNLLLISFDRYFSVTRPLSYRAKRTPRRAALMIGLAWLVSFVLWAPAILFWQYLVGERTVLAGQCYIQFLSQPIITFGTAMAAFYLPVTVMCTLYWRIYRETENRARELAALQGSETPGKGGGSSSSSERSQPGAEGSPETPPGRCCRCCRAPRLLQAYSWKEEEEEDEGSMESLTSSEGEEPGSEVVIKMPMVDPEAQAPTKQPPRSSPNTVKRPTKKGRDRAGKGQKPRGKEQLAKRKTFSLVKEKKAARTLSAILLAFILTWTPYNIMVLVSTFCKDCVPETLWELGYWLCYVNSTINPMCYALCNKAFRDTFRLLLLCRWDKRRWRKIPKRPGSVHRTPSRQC
TAAR1 agonist = human TAAR1 agonism. CHO RD-HGA16 TAAR1, Fluo-8 calcium fluorescence; vehicle wells 0%, saturating PEA agonist 100%. 0.99% of 360,000 active. Q96RJ0. activation, % at 3 µM. AID 624467;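 active = activation above the mean activation of all test compounds in the run plus 3 SD, cut at about 38% in these data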
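Assay system: CHO-derived RD-HGA16 cells with stable Gα16 and human TAAR1; timing: 17-24 h seeding, 75 min 37 °C dye, 30 min RT; read-out: % activation from peak over basal fluorescence ratio, DMSO-to-PEA scaled; measured by: kinetic Fluo-8 calcium fluorescence; benchmarks: low control DMSO, high control PEA (EC100); doses: 3 µM single concentration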
M1 antag = human CHRM1 antagonism. CHO-K1 hM1, Fluo-8 calcium fluorescence, ACh EC80 antagonist. inhibition, % at 3 µM. 1.3% of 360,000 active. AID 588852. P11229;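 active = percent inhibition above its own plate's cutoff, namely the mean of that plate's compound wells plus 3 SD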;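 also: peak over basal fluorescence ratio during 140 s after agonist addition; 0% = ACh EC80 plus DMSO and 100% = DMSO alone without agonist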
CHRM5 PAM = positive allosteric modulators of human muscarinic M5 receptor. activation, % at 3 µM. CHO-K1 hM5, Fluo-8 calcium, ACh EC20 PAM; 0% = ACh EC20, 100% = ACh EC100. 0.3% of 360,000 active. P08912;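 active = activation above the run cutoff, the mean activation of all test compounds plus 3 SD, cut at about 18% in these data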
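Assay system: CHO-K1 hM5 cells / Incubation: Fluo-8 loading 80 min at 37 °C plus 30 min room temperature / Technique: Fluo-8 calcium dye fluorescence, kinetic read / Repeats: single replicate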
CHRM4 antagonist = antagonists of human muscarinic M4 receptor (CHRM4); P08173; CHO-hM4 cells, ACh EC80, Fluo-8 calcium fluorescence; inhibition, % at 3 µM; 0.73% of 360,000 active; AID 624125;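 active = inhibition above its plate's cutoff, the mean inhibition of sample wells plus 3 SD, cut at about 27% in these data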;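 also: 0% = acetylcholine EC80 with DMSO and 100% = DMSO without agonist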
Target sequence (P08173 whole entry, looked up): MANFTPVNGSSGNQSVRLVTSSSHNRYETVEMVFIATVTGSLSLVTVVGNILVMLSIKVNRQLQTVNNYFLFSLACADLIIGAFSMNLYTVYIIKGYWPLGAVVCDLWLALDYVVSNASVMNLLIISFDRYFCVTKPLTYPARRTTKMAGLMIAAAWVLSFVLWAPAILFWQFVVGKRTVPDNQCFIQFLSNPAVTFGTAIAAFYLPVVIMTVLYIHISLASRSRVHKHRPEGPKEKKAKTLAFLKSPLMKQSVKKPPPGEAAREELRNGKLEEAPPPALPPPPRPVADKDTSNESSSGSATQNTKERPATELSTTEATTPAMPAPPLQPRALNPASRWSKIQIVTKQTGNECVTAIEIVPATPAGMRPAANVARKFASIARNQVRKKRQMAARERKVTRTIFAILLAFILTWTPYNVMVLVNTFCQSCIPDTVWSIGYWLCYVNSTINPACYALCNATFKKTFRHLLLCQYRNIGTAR
M4 ag = CHRM4 agonism in calcium assay; P08173; CHO-K1 hM4/Gqi5, Fluo-8 calcium fluorescence; vehicle 0%, full acetylcholine response 100%; activation, % at 3 µM; 0.14% of 360,000 active; AID 624127;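 active = activation above the run mean over all test wells plus 3 SD, cut at about 32% in these data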;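 also: peak over basal fluorescence ratio per well then scaled between controls; 0% = DMSO wells and 100% = acetylcholine at EC100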
M1 ag = agonists of human M1 muscarinic receptor; P11229; CHO-K1 hM1, Fluo-8 calcium fluorescence, agonist mode; 0% DMSO, 100% acetylcholine EC100; activation, % at 3 µM; 0.33% of 360,000 active; AID 588814;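 active = activation above the run's mean compound activation plus 3 SD, cut at about 16% in these data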;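 also: peak over basal fluorescence ratio within a 140 s kinetic read after compound addition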
CHRM5 antagonist = blocks acetylcholine activation of human M5 receptor; inhibition, % at 3 µM; CHO-hM5 cells, Fluo-8 calcium fluorescence, ACh EC80; P08912; 0.59% of 360,000 active;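 active = inhibition above a per-plate cutoff, the mean of that plate's test compounds plus 3 SD, cut at about 27% in these data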;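 also: 0% = acetylcholine EC80 with DMSO and 100% = DMSO without agonist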
* = called active by the depositor; x = not tested or not shown. Not all compounds are listed; count on the stated rates, not on these rows.

SMILES | M5 ag | M1 PAM | TAAR1 agonist | M1 antag | CHRM5 PAM | CHRM4 antagonist | M4 ag | M1 ag | CHRM5 antagonist
COc1ccc(NC(=O)c2cc([N+](=O)[O-])ccc2N2CCCC2)cc1S(N)(=O)=O | -1.9 | 3.5 | 0.9 | 2.5 | -0.1 | -3.8 | 0.0 | -8.0 | 8.7
CCn1cnc2c(NCCc3cccnc3)nc(C#N)nc21 | -1.3 | 7.2 | 3.8 | -3.1 | -8.1 | 3.6 | 1.6 | -3.4 | 18.2
COc1ccc(C2c3[nH]c4ccccc4c3CCN2CCCn2cccn2)cc1C (stereo not drawn) | 0.4 | 8.2 | 1.1 | -11.8 | 9.4 | -5.3 | 1.5 | -13.4 | -1.8
CCC1(COC(=O)Nc2cccc(Cl)c2)COC1 | 0.7 | 0.0 | 7.6 | 9.3 | -3.1 | -1.9 | 2.1 | -3.5 | 5.7
O=C(Oc1ccc2c(c1)OCO2)c1ccc(Br)c(S(=O)(=O)N2CCOCC2)c1 | 4.5 | -10.0 | 21.3 | 9.1 | -11.1 | 7.1 | 19.8 | 0.3 | 11.5
CCCOc1ccc(-c2nc(OCC)c3ccccc3n2)cc1 | 2.4 | -1.0 | -1.0 | -0.6 | 0.7 | -1.3 | 1.6 | -1.8 | 1.9
COc1ccc(-c2c(C)c3cc(O)ccc3oc2=O)cc1 | -5.0 | 8.5 | -2.3 | -8.1 | -7.3 | 11.1 | 3.0 | -2.5 | 12.2
O=C1N(C2CCCC2)C[C@@H]2C[C@@H](c3cccn3-c3ccccn3)N3CCC[C@@]123 | -0.2 | 2.2 | 4.2 | -6.2 | 0.1 | -1.6 | 0.0 | -11.5 | 0.8
CCN(Cc1ccccc1)S(=O)(=O)c1ccc(S(=O)(=O)N(Cc2ccccn2)Cc2ccco2)cc1 | -2.9 | 8.0 | 4.0 | -9.9 | 1.3 | -7.8 | 0.5 | -6.5 | -7.4
CCCCN1C(=O)C(CC(=O)NC(c2ccccc2)c2ccccc2)CC(C(=O)N(CC)CC)=C1C (stereo not drawn) | -1.4 | -1.9 | -2.8 | 5.7 | -3.5 | 3.5 | -0.4 | -4.9 | 17.6
O=C1CC(c2ccccc2)n2nc(NC(=O)c3ccccc3)nc2N1 (stereo not drawn) | 1.9 | -1.6 | 10.3 | 2.0 | 8.0 | 0.5 | -0.1 | -3.3 | -5.5
COc1ccc(CCNC(=O)CSc2ncn[nH]2)cc1 | 0.3 | 9.0 | 1.2 | -12.3 | 6.3 | 1.8 | 0.6 | -2.6 | -10.2
CC(C)(C)OC(=O)N1CCC(CNC(=O)Nc2ccccc2)CC1 | 6.7 | 17.4 | 1.2 | -20.9 | 8.0 | -6.9 | 0.8 | -1.9 | -7.4
NC(Cc1ccc(Cl)cc1)c1csc(Nc2nccc(C(F)(F)F)n2)n1 (stereo not drawn) | 4.7 | 5.2 | 55.2* | 6.0 | 8.3 | 3.6 | 18.5 | 7.5 | 3.1
CCn1c(=O)n(CC)c2cc(N3CCCC3)c(NC(=O)c3cccc(Cl)c3)cc21 | -4.5 | 5.5 | 0.0 | -10.5 | 0.6 | -1.2 | 0.6 | -5.5 | 1.1
Cc1ccc(C2=NC3(CCCCC3)N=C2SCC(=O)Nc2ccc3c(c2)OCCO3)cc1 | -0.2 | 6.8 | -0.8 | -10.4 | -2.0 | 0.0 | -0.6 | -4.2 | -3.3
C/C=C/C1=CC(=O)C[C@H](c2ccc3c(c2)OCO3)C1 | 0.9 | 0.7 | 6.0 | 4.7 | -7.1 | -6.4 | -0.9 | -4.1 | 5.1
O=C(COC(=O)Cc1ccc(Cl)cc1)Nc1ccccc1-c1ccccc1 | -3.1 | -2.0 | 1.5 | 3.7 | -2.4 | 3.8 | -0.4 | -5.1 | 3.3
COc1ccc(OCc2cc(C(=O)NC3Cc4ccccc4C3)no2)c(Cl)c1 | -5.7 | 9.7 | 16.7 | -5.5 | 0.3 | -12.7 | 2.5 | -0.7 | 0.6
COc1ccc(C(=O)N(Cc2ccco2)Cc2cccs2)c(O)c1 | 2.9 | 9.4 | 2.4 | -8.8 | 1.2 | -5.1 | 2.0 | -2.9 | 0.4
CC1CCN(CCCNC(=O)c2ccc(CSCc3cccc(Cl)c3)o2)CC1 | -0.4 | -18.8 | 8.7 | 16.2 | -16.7 | 4.8 | 11.8 | -13.4 | 3.1
COc1cccc(CN2CCN(Cc3ccc4cccc(F)c4n3)CC2CCO)c1 (stereo not drawn) | 3.0 | 0.3 | 2.7 | -3.7 | 1.1 | -9.4 | 3.1 | -7.5 | -8.6
Cc1cc(NC(=O)c2ccc(F)cc2)no1 | -0.2 | 9.5 | 3.5 | -14.1 | -5.0 | -4.8 | 0.8 | -1.1 | 7.6
O=C(Nc1ccccc1)c1ccc(NC(=O)c2cccs2)cc1 | -2.5 | 3.0 | 5.6 | -2.8 | 1.5 | 5.2 | 3.7 | -2.4 | 12.5
COc1cc(NS(=O)(=O)c2ccc(NC(=O)/C(=C\c3ccccc3OC)NC(=O)c3ccccc3)cc2)nc(OC)n1 | 1.2 | 1.3 | 7.8 | -16.4 | 1.3 | -6.2 | 1.6 | -1.1 | -0.5
CC(C)c1ccccc1NC(=O)CCc1nc2ccccc2s1 | -1.9 | -5.6 | 1.5 | 10.0 | -5.0 | -0.7 | 1.2 | -6.9 | 3.5
O=C(NCc1nnc(SCC(=O)N2CCN(c3ccccc3)CC2)o1)c1c(F)cccc1Cl | 0.3 | 2.6 | 3.9 | -13.3 | 0.3 | -14.4 | 5.7 | -2.0 | -8.2
CCOc1ccc(C(=S)N2CCCC2)cc1OCC | -2.4 | 1.7 | -0.4 | -7.1 | 3.8 | 0.6 | -0.2 | -1.4 | 8.9
CCCc1cc(C(N)=O)c(NC(=O)c2ccco2)s1 | 1.6 | 1.5 | 4.5 | -1.0 | 2.1 | -3.8 | -0.2 | -3.1 | -4.4
O=C(c1ccc2c(c1)OCO2)C1CCCN(Cc2cn[nH]c2-c2cccc(F)c2)C1 (stereo not drawn) | -1.5 | -5.0 | 5.1 | -11.0 | -0.9 | 4.7 | 2.9 | -13.8 | 4.5
COc1ccc(C(=O)Nc2cccc3ccccc23)cc1 | -8.0 | 3.4 | 1.1 | -11.1 | -3.1 | 5.6 | 0.8 | -6.4 | 1.9
Cc1ccc(NC(=O)C(=O)NCCN2CCN(C(=S)Nc3ccccc3)CC2)cc1 | -0.2 | 7.9 | -0.8 | -7.3 | 1.4 | 0.1 | 2.2 | -4.6 | -5.9
Cc1c(C(=O)NCc2ccccc2C(F)(F)F)sc(=O)n1Cc1ccc2ccccc2c1 | -2.4 | -5.5 | -0.2 | -3.9 | -6.8 | -0.4 | 1.5 | -2.9 | 6.0
Cc1cccc(C)c1-n1nnnc1C1(C)CCC(=O)N1CC1CCCCC1 (stereo not drawn) | 7.2 | x | 1.6 | x | -4.6 | -3.1 | 0.4 | x | 9.2
Cc1cc(NC(=O)c2ccc(C#N)cc2)n(-c2ccccc2)n1 | 1.1 | -1.6 | 1.3 | -3.4 | -1.6 | -6.4 | 2.0 | -2.8 | 12.2
CN(C)c1ncnc2c1ncn2[C@H]1CN(Cc2ccco2)C[C@@H](CO)O1 | 1.2 | 7.0 | -0.2 | -9.9 | 1.1 | -10.2 | 1.8 | -3.1 | -1.4
CN1CCN(CCC(=O)Nc2cccc(Br)c2)CC1 | -2.4 | 2.6 | 3.0 | 0.6 | -13.4 | 5.8 | 14.4 | -2.4 | 17.3
CN(C)CCOc1cccc(Br)c1 | -19.9 | -8.2 | 0.8 | 17.3 | -6.5 | -1.2 | 0.3 | -6.7 | 15.9
Cc1c(C(=O)OCC(=O)Nc2ccc(C(=O)N(C)C)cc2)oc2ccccc12 | -0.5 | 10.0 | 4.5 | -8.3 | -3.9 | 2.3 | 2.7 | -1.4 | 5.3
O=C(CSc1nc2ccccc2[nH]1)NCc1ccccc1 | 0.7 | 9.3 | 3.5 | -9.5 | -1.8 | 1.5 | 1.1 | 0.4 | 19.8
CCN(CC)CCNc1nc(-c2ccc(OC)cc2)c(-c2ccc(OC)cc2)s1 | -4.5 | -9.7 | 14.4 | 14.1 | -2.2 | 1.5 | 3.2 | -6.6 | 9.8
COc1ccc(-c2cc(C(F)(F)F)n3nc(C(=O)O)cc3n2)cc1OC | 2.9 | 7.8 | 2.4 | -27.9 | -3.5 | -6.0 | 0.3 | -2.3 | -0.7
COc1ccc(Br)cc1/C=N/Nc1ccccn1 | -0.6 | 12.3 | 3.6 | -19.8 | -6.7 | -9.3 | -0.1 | -0.8 | -3.8
O=C(NCCc1ccccc1F)C1CC(=O)N(c2cccc(C(F)(F)F)c2)C1 (stereo not drawn) | -0.4 | 4.7 | 5.9 | -7.7 | -3.1 | -3.0 | 2.0 | -1.2 | 7.1
CCOc1ccc(N(CC(=O)N2CCCCCC2)S(C)(=O)=O)cc1 | 7.6 | 8.5 | 4.5 | -10.7 | 8.6 | -7.5 | 0.8 | -2.1 | -6.3
S=c1[nH]c2cnccc2n1Cc1ccccc1 | -2.5 | 10.0 | 0.3 | -13.3 | -6.5 | -16.9 | 2.7 | -1.1 | 0.8
CC(C)CCN(CCC(C)C)C(=O)Cc1c(O)c2ccccc2[nH]c1=O | -6.1 | 7.0 | 8.8 | -12.1 | 6.4 | -14.4 | 1.0 | -5.1 | -3.3
Cc1ccccc1Nc1nn2c(=O)c3ccccc3nc2s1 | -3.9 | -7.1 | 12.8 | 5.4 | -3.5 | -16.3 | 0.1 | -5.4 | 5.0
C=CCOC(=O)C1=C(C)OC(N)=C(C#N)C1c1ccco1 (stereo not drawn) | -2.8 | 9.7 | 6.5 | -4.1 | 1.8 | -17.4 | 0.2 | -5.6 | -0.4
COc1cc(-c2[nH]nc3c2C(c2ccoc2)C(C#N)=C(N)O3)cc(OC)c1OC (stereo not drawn) | 2.3 | 5.6 | 26.8 | -2.7 | 2.2 | -5.3 | 1.9 | 1.4 | 3.7
CCN(C(=O)CSc1nc2ccc(OC)cc2[nH]1)c1c(N)n(Cc2ccccc2)c(=O)[nH]c1=O | 1.5 | 9.9 | 1.7 | -4.4 | 4.7 | -8.5 | 1.6 | -0.7 | 3.0
CC[C@@H]1CCCCc2ccccc2[C@H](C(=O)C[C@@H](O)CC(C)=O)OC1=O | 4.9 | -8.8 | 3.2 | 12.1 | 4.5 | -6.8 | 1.2 | -7.3 | 7.2
FC(F)Sc1ccc(Nc2ncnc3nc[nH]c23)cc1 | 4.3 | 1.9 | 2.6 | -5.6 | -2.8 | -0.4 | 7.8 | -0.3 | 0.5

Just CHRM5 antagonist, for some of the entries so far:
molecule | CHRM5 antagonist
FC(F)Sc1ccc(Nc2ncnc3nc[nH]c23)cc1 | 0.5
S=c1[nH]c2cnccc2n1Cc1ccccc1 | 0.8
CCN(C(=O)CSc1nc2ccc(OC)cc2[nH]1)c1c(N)n(Cc2ccccc2)c(=O)[nH]c1=O | 3.0

Screening results deposited in PubChem BioAssay by The Scripps Research Institute Molecular Screening Center.
